TRPML3 ag = activates the human TRPML3 channel; Q8TDD5; HEK293 TRPML3-YFP, Fluo-8 calcium fluorescence; 100% = the carbachol control signal; activation, % at 3 µM; 0.29% of 220,000 active; AID 1448;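 active means activation above its plate's cutoff, the mean activation of the plate's test wells plus 3 SD, cut at about 12% in these data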;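 further: 0% = DMSO only wells and 100% = carbachol wells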
Target sequence (Q8TDD5 whole entry, looked up): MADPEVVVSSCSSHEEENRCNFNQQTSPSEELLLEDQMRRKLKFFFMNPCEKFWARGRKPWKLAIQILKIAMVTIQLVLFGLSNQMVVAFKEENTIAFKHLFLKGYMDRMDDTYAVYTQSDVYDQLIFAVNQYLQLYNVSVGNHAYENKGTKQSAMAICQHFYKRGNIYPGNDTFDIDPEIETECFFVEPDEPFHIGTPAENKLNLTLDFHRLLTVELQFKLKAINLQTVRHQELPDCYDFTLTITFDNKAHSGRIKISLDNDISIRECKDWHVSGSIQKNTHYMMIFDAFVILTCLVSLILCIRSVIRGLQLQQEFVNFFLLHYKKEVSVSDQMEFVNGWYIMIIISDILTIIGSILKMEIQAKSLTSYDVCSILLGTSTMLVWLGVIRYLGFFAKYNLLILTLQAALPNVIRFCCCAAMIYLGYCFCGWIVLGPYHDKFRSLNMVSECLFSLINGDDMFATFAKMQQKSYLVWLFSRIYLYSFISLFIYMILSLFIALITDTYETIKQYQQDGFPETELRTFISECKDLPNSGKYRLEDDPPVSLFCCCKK
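system = HEK293 cells stably carrying human TRPML3-YFP | doses = one concentration, 3 µM nominal, 0.3% DMSO | timing = dye loading 1 h 37 °C then 30 min ambient, 125 s read | detection = Fluo-8 calcium dye fluorescence, ex 470-495, em 515-575 nm | benchmarks = high control carbachol 87 µM, low control DMSO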
TNF necrop inh = blocks TNF-alpha induced death of Jurkat FADD-/- cells | activation (protection from cell death), % at 10 µM | Jurkat FADD-/- TNF necroptosis rescue, ATP luminescence, 24 h; 0 = TNF only, 100 = no-TNF cells | AID 463075 | 0.068% of 220,000 active;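 active means activation, meaning protection from cell death, of at least 50% relative to plate controls; inactive means activation below 50%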;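 further: necroptosis triggered by 40 ng/mL TNF-alpha added together with compound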
Mdm2 ligase inh = blocks human Mdm2 ubiquitin ligase activity; Q00987; cell-based MDM2 ubiquitination luciferase reporter, 2 h; 0 = plate control, 100 = twice control, blank-subtracted; signal enhancement, % at 5 µM; 0.11% of 210,000 active; AID 1230;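 active means signal enhancement of 30% or more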;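 further: luminescence tracks abundance of the self-degrading MDM2-luciferase fusion protein; higher signal means inhibition of MDM2 E3 ligase activity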
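Material: stable MDM2–luciferase fusion reporter cells / Quantity: 2000 cells/well / Dosing: single 5 µM compound dose, 0.2% final DMSO / Buffer or medium: DMEM / Schedule: 4 h cell settling then 2 h compound exposure, 37 °C / Detection: luminescence with SteadyLite reagent, 15 min at room temperature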
PPC-1+TRAIL kill = PPC-1 cancer cell killing with TRAIL present. cell killing (% activity), % at 4 µM. PPC-1 cells + TRAIL, ATPLite viability luminescence. 0.41% of 220,000 active. AID 1443;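 active means cell killing above 50% in the first pass at 4 µM, then a duplicate retest at 5 µM averaging 50% or more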;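 further: plate controls were cells with TRAIL plus DMSO for no effect and medium-only wells lacking cells for full effect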
Runt-SMMHC FRET = inhibitors of human RUNX1 Runt domain binding to CBFb-SMMHC; Cerulean-Runt/Venus-CBFb-SMMHC FRET ratio 530/480, 1 h; inhibition, % at 20 µM; 0.74% of 220,000 active;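 active means mean inhibition across duplicate retests at 20 µM reaching about 50%, limit read from the data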;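 further: 0% = DMSO wells and 100% = wells with excess untagged CBFb-SMMHC; inhibitors lower the FRET ratio by blocking Runt binding to CBFb-SMMHC; some results filed as inactive read as strong as hits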
zfTRPN1 agonist = zebrafish TRPN1 (NompC) channel agonism | AID 1424 | activation, % at 3 µM | HEK293 zebrafish TRPN1-YFP, Fluo-8 calcium fluorescence; 100% = response to 87 µM carbachol | 0.18% of 220,000 active;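 active means activation above its plate's cutoff, the mean activation of test wells on that plate plus 3 SD, cut at about 19% in these data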;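 further: 0% = DMSO alone and 100% = 87 µM carbachol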
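System: zebrafish TRPN1-YFP in HEK293 cells / Dosing: 3 µM single point / Timing: dye loading 1 h at 37 °C, then 30 min room temperature / Signal: Fluo-8 calcium fluorescence, excitation 470-495 nm, emission 515-575 nm / Read-out basis: percent activation from peak over basal fluorescence ratio, control-normalized / Control set: high carbachol 87 µM, low DMSO alone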
EBV gp42 block = blocks Epstein-Barr virus glycoprotein 42 binding. Q1HVG2. Fluorescence polarization binding assay, mP read-out. inhibition, % (tested at 21.74 µM). 0.42% of 220,000 active; in the data active means inhibition above about 50%
CHOP inh = CHOP inhibition in unfolded protein response | 3.8% of 220,000 active | AID 2732 | inhibition, % at 10 µM | CHO-K1 CHOP-promoter luciferase, tunicamycin-induced, 15-18 h;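 active means compounds that reduced the stress-induced luciferase reporter signal by more than about 70% of percent inhibition, limit read from the data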;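 further: 0% = tunicamycin plus vehicle and 100% = wells without tunicamycin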
p47phox inh = blocks human p47phox regulatory protein of NADPH oxidases. P14598. p47phox/p22phox peptide binding, fluorescence polarization, 2 h. inhibition, % at 24.7 µM. 0.53% of 220,000 active. AID 1274;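 active means inhibition above about 30%, limit read from the data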;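 further: 0% = p47phox with labelled peptide and 100% = labelled peptide alone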
Target sequence (P14598 whole entry, looked up): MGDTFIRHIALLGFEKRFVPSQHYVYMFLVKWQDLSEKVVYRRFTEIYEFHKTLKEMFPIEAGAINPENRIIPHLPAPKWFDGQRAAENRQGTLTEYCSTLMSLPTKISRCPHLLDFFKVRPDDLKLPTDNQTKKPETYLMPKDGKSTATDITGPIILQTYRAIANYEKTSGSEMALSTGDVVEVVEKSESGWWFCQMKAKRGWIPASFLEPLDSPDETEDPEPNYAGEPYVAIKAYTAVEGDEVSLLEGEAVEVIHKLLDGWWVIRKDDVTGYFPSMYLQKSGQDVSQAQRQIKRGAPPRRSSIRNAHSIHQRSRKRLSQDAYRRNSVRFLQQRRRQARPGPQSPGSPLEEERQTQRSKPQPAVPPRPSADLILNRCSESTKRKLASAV
Starred values were filed as active, the others as inactive; / = not tested or not shown.

nr	SMILES	TRPML3 ag	TNF necrop inh	Mdm2 ligase inh	PPC-1+TRAIL kill	Runt-SMMHC FRET	zfTRPN1 agonist	EBV gp42 block	CHOP inh	p47phox inh
1	CCOC(=O)C1=C(NC#N)OC(C)=C(C)C1c1ccc(O)cc1 (centres undefined)	0.3	-2.3	-49	12	-6	0.8	1	28	-3
2	COc1cc(NC(=O)CCNC(=O)Cn2cnc3ccccc3c2=O)cc(OC)c1OC	0.5	1.3	-15	-17	-3	-1.1	-8	16	-5
3	CCCC(=O)N1N=C(c2ccccc2)CC1c1cn(C)c2ccccc12 (centres undefined)	0.1	2.1	-7	25	2	-1.9	5	105*	-17
4	NC(=O)c1ccc(NC(=O)CSC2=Nc3ccccc3C3CC=NN23)cc1 (centres undefined)	0.2	-5.1	-10	35	-2	0.2	-6	-49	-13
5	CCCC(=O)Nc1nc(C)c(-c2csc(Nc3ccccc3OC)n2)s1	1.3	-8.3	-9	7	2	0.5	-1	60	-21
6	CCN(c1ccccc1)S(=O)(=O)c1ccc(OC)c(NC(=O)c2cccs2)c1	-1.0	-0.4	-32	14	2	-1.7	-13	8	-7
7	CCOC(=O)c1cc(CC)sc1N1C(=O)CC(Sc2ncccc2C(=O)O)C1=O (centres undefined)	0.2	-0.6	-6	5	6	0.7	-4	-10	-1
8	Cc1c(NC(=O)c2ccc(N(Cc3ccccc3)S(C)(=O)=O)cc2)c(=O)n(-c2ccccc2)n1C	0.9	-0.1	-9	4	0	-0.7	-7	20	-3
9	Cc1cc2c(OCC(O)CNC3CCCCC3)cccc2[nH]1 (centres undefined)	0.6	0.2	-3	-10	1	-1.2	-6	0	0
10	O=S(=O)(NCc1ccccc1)c1ccc(S(=O)(=O)N(Cc2ccccn2)C2CCCC2)cc1	-1.2	2.2	-3	14	1	-0.5	-14	7	-8
11	O=C(c1cc2c(s1)-c1ccccc1OC2)N1CCN(c2ccccn2)CC1	1.0	-0.5	-16	5	-1	-0.5	1	33	-16
12	O=C(CSc1cccc(C(F)(F)F)c1)Nc1ccc(Cl)cc1Cl	-0.3	-2.4	-5	-3	2	-0.1	-4	83*	-9

One compound at a time, as listed above.
O=S(=O)(NCc1ccccc1)c1ccc(S(=O)(=O)N(Cc2ccccn2)C2CCCC2)cc1 is entered as TRPML3 ag: -1.2; TNF necrop inh: 2.2; Mdm2 ligase inh: -3; PPC-1+TRAIL kill: 14; Runt-SMMHC FRET: 1; zfTRPN1 agonist: -0.5; EBV gp42 block: -14; CHOP inh: 7; p47phox inh: -8
O=C(c1cc2c(s1)-c1ccccc1OC2)N1CCN(c2ccccn2)CC1 is entered as TRPML3 ag: 1.0; TNF necrop inh: -0.5; Mdm2 ligase inh: -16; PPC-1+TRAIL kill: 5; Runt-SMMHC FRET: -1; zfTRPN1 agonist: -0.5; EBV gp42 block: 1; CHOP inh: 33; p47phox inh: -16

Other compounds follow:
nr	SMILES	TRPML3 ag	TNF necrop inh	Mdm2 ligase inh	PPC-1+TRAIL kill	Runt-SMMHC FRET	zfTRPN1 agonist	EBV gp42 block	CHOP inh	p47phox inh
13	CC(C)N1C(=O)S/C(=C/c2ccc(Sc3nc4ccccc4[nH]3)o2)C1=O	1.8	-1.9	-7	10	-5	3.4	0	70*	-26
14	Cc1c(C(=O)N2CCCCC2)sc(NC(=O)C2CC2)c1C#N	0.0	-2.7	0	-23	-1	2.4	-12	-22	5
15	C=CC[n+]1c(C)csc1Nc1cccc(Br)c1	0.1	3.0	-85	-13	2	-1.0	1	20	-10
16	CC(C)N(Cc1cc2ccccc2[nH]c1=O)C(=O)c1cccc([N+](=O)[O-])c1	-0.2	1.8	-2	-4	1	-0.6	-1	19	-3
17	Cc1nc(N2CCCCC2)c2sc(=S)n(C)c2n1	1.2	-1.5	-1	18	1	0.0	-5	46	-17
18	Cc1cc(C(=O)NNC(=O)CCC2CCCCC2)c(C)o1	0.2	1.4	-6	-3	4	-0.3	-4	-4	3
19	CCN(CC)C(=O)c1ccc(Oc2ccc([N+](=O)[O-])cc2Cl)cc1	0.9	0.4	-49	-9	-1	2.0	6	-3	2
20	Cc1cc(C)cc(C(=O)/C=C2\NC(=O)CS2)c1	0.4	-2.5	10	4	-5	-0.7	-9	16	-14
21	COc1c(O)ccc(C2NC(=O)NC(C)=C2C(=O)Nc2ccccc2C)c1[N+](=O)[O-] (centres undefined)	0.5	-0.9	-6	20	1	0.4	7	22	-2
22	Cn1c(NC(=O)CCc2ccccc2)cc(=O)n(C)c1=O	0.5	-0.8	-16	7	-4	0.4	-7	-11	-5
23	COC(=O)C1CCN(c2nc3ccccc3nc2C(C#N)C(=O)NCCc2ccccc2)CC1 (centres undefined)	0.5	1.1	-7	/	6	-0.9	3	16	-8
24	CCOc1ccc(C(=O)Nc2c3c(nn2-c2ccc(C)cc2)CS(=O)C3)cc1OCC (centres undefined)	0.0	0.9	-7	5	2	0.0	-9	-14	-21
25	COc1ccc(NCC(=O)N/N=C/C=C\c2ccccc2)cc1	0.2	1.4	-21	7	1	0.9	-2	43	-17
26	COc1ccc(NS(=O)(=O)c2ccc(NC(=O)c3ccccc3)cc2)nn1	0.7	1.2	/	-10	3	-0.3	-2	30	-10
27	CCN(C(=O)CSc1cc(C)c2cccc(C)c2n1)C1CCS(=O)(=O)C1 (centres undefined)	-0.5	1.0	-7	17	1	0.0	-4	20	-26
28	O=C(Cc1ccccc1)Nc1cccc(N2CCCC2)c1	-0.7	-2.2	-8	26	8	0.8	0	45	-5
29	CCN(C(=O)c1ccc(Cl)c([N+](=O)[O-])c1)c1ccccc1	-0.7	-0.4	-14	23	-2	-0.5	-16	51	-5
30	O=C(COC(=O)C1CC(O)CN1C(=O)Oc1ccccc1)c1ccc(Br)cc1 (centres undefined)	0.3	-0.3	1	6	3	-0.3	-22	29	0
31	CC1CCCCN1C(=O)Cn1cc(C(=O)c2ccco2)c2ccccc21 (centres undefined)	0.0	-2.6	-16	29	-4	0.3	-10	14	15
32	CCCN1C2CCCC1CC(NC(=S)Nc1cc(C)cc(C)c1)C2 (centres undefined)	0.3	0.2	-2	-16	4	-2.3	5	-12	-1
33	O=C(Cc1ccc(O)cc1)NCCNC(=S)NCc1ccccc1	0.6	-1.7	-18	1	2	0.9	-10	6	-10
34	COC(=O)c1ccc(-n2nc(C(F)(F)F)c3c2-c2ccoc2CC3)cc1	0.2	-0.2	-4	26	17	-0.6	-2	17	-28
35	CCCCOC(=O)c1ccc(NC(=S)NC(=O)c2c(Cl)cnn2C)cc1	0.0	-2.0	-6	20	3	-0.9	-13	12	-7
36	Cc1ccc2nc(NC(=O)c3ccc(S(=O)(=O)N4CCCc5ccccc54)cc3)sc2c1	0.1	2.4	5	3	4	0.2	-15	76*	-7
37	CSc1nnc2c(n1)OC(c1ccsc1)N(C(C)=O)c1ccccc1-2 (centres undefined)	-0.3	-0.7	-9	-4	-5	-1.0	-19	0	-2
38	CC12CCC(C(=O)N(CC(O)CN3CCCCC3)C1=O)C2(C)C (centres undefined)	0.6	-2.9	-8	-3	-1	0.7	-8	6	-13
39	Cc1c(C(=O)NN2CCOCC2)oc2c1ccc1ccccc12	-0.4	0.2	-1	3	0	-1.3	0	35	1
40	COc1ccc(C(C(=O)Nc2ccc3c(c2)OCO3)N(C)C(=O)Cc2c[nH]c3ccccc23)cc1 (centres undefined)	0.1	3.1	-8	-3	-5	-0.2	-5	25	-4
41	O=C(Cn1nc2ccccc2n1)N/N=C/c1cc([N+](=O)[O-])ccc1O	0.2	-4.6	-8	3	-1	-1.0	-8	47	-8
42	O=C(COc1cccc(Br)c1)N/N=C1\CCCc2ccccc21	-0.4	1.1	-2	9	0	0.2	-15	75*	5
43	NNC(=O)c1cncc(Br)c1	-1.1	1.6	5	1	-4	0.7	-7	18	-4
44	COc1cc(/C=N/NC(=O)c2ccccn2)cc2c1OCO2	1.0	-0.7	-15	17	2	2.0	-22	-11	-3
45	COCCCNC(=O)C1CCCN(C(=O)Nc2ccc(OC)cc2)C1 (centres undefined)	-0.1	-0.9	-7	-6	-2	-1.1	-31	-31	-7
46	O=C(Nn1cnnc1)c1cc(-c2cccc(Br)c2)nc2ccccc12	-0.2	0.7	/	14	0	0.3	-25	-8	-22
47	Cc1ccccc1NC(=O)c1cccc2nc3ccccc3nc12	-0.3	-11	11	30	-4	-0.1	-11	16	5
48	N#Cc1c2c(c(-c3ccccc3)[nH]c1=O)CCCC2	0.1	-0.5	-10	-2	3	1.1	-5	26	0
49	Cc1ccc(NC(=O)c2ccc(NCc3ccco3)c([N+](=O)[O-])c2)cc1Cl	0.7	2.0	-20	7	-11	2.8	-77	10	-20
50	CC1=C(C(=O)Nc2ccccc2)C(c2ccncc2)C(C#N)=C(SCC(=O)NC2CC2)N1 (centres undefined)	0.2	1.2	-17	-10	-2	-0.4	-1	-6	3
51	Cc1sc2nc(SCC(=O)OC(C)C)n(C)c(=O)c2c1C	0.6	0.5	-8	-21	2	0.3	-2	41	-12
52	CCc1nc(CN2CCN(c3ccc(C(F)(F)F)cn3)CC2)c(C)[nH]1	2.0	-1.4	-1	3	-3	6.9	-6	17	-6
53	CC(=O)NCC(=O)OCC(=O)N1c2ccccc2Sc2ccccc21	0.8	-0.3	-2	36	-6	0.1	-18	17	-1
54	C=C1CC(C)OC(c2ccccc2OCC(O)CN2CCCCC2)C1 (centres undefined)	0.6	-0.7	-6	3	-2	0.2	-9	31	-19

Screening data (PubChem)
